DDE Tn6 FP inh: disrupts Tn6 cyclic peptide binding to fibrin D-Dimer-E complex; inhibition, % at 8.3 µM; Fibrin DD(E) TRITC-Tn6 fluorescence polarization displacement; 370,000 compounds, 0.21% hits; AID 720509; P02675;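 active = inhibition above a per-campaign cutoff: mean of compounds within control limits plus 3 SD, cut at about 15% in these data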;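 also: 0% = median of all compound wells on the plate and 100% = blocking peptide control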
GAA850 FXN act: activators of GAA850 frataxin (FXN) promoter; 360,000 compounds, 0.56% hits; AID 540364; HEK293 lucGAA850 FXN promoter luciferase reporter, 24 h; percent of 10 µM SAHA response; activation, % at 6 µM;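 active = activation above the average of all compounds screened plus 3 SD, cutoff fixed separately per campaign, cut at about 7.5% in these data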;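 also: 0% = DMSO wells and 100% = 10 µM SAHA wells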
ADAM10 inh: inhibits human ADAM10; inhibition, % at 7 µM; 370,000 compounds, 0.62% hits; recombinant ADAM10, EDANS/DABCYL FRET peptide cleavage, 3 h; AID 720582;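 active = inhibition above a per-campaign cutoff equal to the mean of compounds falling between control-based bounds plus 3 SD, cut at about 20% in these data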;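 also: 0% = DMSO wells while the 100% control is not disclosed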
GC-B act: GC-B (human) receptor activation. P20594. HEK293-GC-B cells, CNP EC30, cGMP TR-FRET; 0% at EC30 CNP, 100% saturating CNP. activation, % at 10 µM. 370,000 compounds, 0.11% hits;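 active = activation at 10 µM reaching about 35% in either raw or pattern-adjusted values, limit read from the data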
NPR1 activator: GC-A (human) enzyme activation; 370,000 compounds, 0.14% hits; AID 1671463; P16066; activation, % at 10 µM; HEK293 GC-A cells, cGMP TR-FRET, EC30 ANP; 0% at EC30 ANP, 100% saturating ANP; in the data active = activation above about 40%
Target sequence (P16066 whole entry, looked up): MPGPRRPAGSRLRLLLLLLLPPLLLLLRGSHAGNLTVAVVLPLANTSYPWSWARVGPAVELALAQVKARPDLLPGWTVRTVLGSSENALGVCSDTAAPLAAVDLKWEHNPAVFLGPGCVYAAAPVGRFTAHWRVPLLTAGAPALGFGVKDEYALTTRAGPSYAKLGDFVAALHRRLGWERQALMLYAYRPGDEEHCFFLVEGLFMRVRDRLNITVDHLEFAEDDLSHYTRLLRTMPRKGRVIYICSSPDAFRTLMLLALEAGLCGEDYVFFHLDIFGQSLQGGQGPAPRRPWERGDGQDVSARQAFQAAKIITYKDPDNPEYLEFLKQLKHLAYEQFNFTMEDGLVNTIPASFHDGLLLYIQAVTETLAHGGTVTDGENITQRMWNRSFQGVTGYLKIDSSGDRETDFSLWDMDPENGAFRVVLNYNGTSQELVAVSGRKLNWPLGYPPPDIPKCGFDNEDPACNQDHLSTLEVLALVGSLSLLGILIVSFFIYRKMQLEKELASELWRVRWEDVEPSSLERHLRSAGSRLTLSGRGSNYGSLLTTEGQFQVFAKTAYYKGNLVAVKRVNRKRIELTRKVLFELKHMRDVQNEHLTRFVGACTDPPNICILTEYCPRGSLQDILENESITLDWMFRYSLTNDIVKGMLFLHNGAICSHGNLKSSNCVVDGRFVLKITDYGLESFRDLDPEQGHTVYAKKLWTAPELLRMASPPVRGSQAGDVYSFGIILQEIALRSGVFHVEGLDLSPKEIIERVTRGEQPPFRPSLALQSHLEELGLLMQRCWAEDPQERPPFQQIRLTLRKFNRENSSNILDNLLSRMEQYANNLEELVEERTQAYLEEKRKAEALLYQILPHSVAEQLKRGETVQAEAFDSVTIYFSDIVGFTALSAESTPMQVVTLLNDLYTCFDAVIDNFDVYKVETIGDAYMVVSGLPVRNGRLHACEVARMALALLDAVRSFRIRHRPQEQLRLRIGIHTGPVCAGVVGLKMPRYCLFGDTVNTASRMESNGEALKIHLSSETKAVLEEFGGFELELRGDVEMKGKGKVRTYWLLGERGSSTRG
rCAG binder: molecules binding r(CAG) RNA repeats; 370,000 compounds, 1.3% hits; inhibition, % at 3 µM; AID 651821; r(CAG) RNA repeat, TO-PRO-1 dye displacement fluorescence;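 active = inhibition above the plate cutoff, the mean of all test compounds on that plate plus 3 SD, cut at about 35% in these data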;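 also: 0% = DMSO alone and 100% = 100 µM mitoxantrone as full dye displacement; higher means more dye released from RNA so lower well fluorescence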
ASAP1 inh: blocks human ASAP1-stimulated Arf1 GTP hydrolysis. Q9ULH1. GDP FP detection. inhibition, % at 16.5 µM. 360,000 compounds, 0.19% hits; in the data active = inhibition above about 25%;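 also: 0% = vehicle with enzyme and substrate and 100% = no enzyme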
sPLA2-III inh: Inhibits HGIII-sPLA2 liposome hydrolysis, primary screen | QFRET BODIPY PC-A2 liposome hydrolysis, fluorescence | inhibition, % at 12.2 µM | 370,000 compounds, 0.56% hits;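 active = inhibition above mean plus 3 SD of compounds lying within the high and low control bounds, cut at about 19% in these data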;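 also: 0% = median of test compound wells and 100% = no enzyme DMSO wells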
proKLK7 act: activators of human kallikrein-7 zymogen. AID 652039. P49862. activation, % at 7 µM. purified proKLK7, EDANS-DABCYL substrate fluorescence; 100% is mature enzyme control, 0% vehicle. 370,000 compounds, 0.9% hits;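 active = activation above the mean of all tested compounds plus 3 SD, computed per campaign excluding outliers beyond control limits, cut at about 13% in these data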
ARFGAP1 inhibitor: rat ARFGAP1 inhibition; Q62848; Arfgap1-stimulated ARF1 GTP hydrolysis, GDP FP detection; 360,000 compounds, 0.26% hits; inhibition, % at 16.5 µM;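 active = inhibition above a per-plate limit, mean inhibition of low control wells plus 3 SD, cut at about 25% in these data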;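 also: 0% = DMSO wells with enzyme and 100% = wells lacking Arfgap1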
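Material: rat Arfgap1 catalytic domain, aa 1-136; also added: human ARF1(Δ1-17)-GTP substrate; compound dosing: one concentration, 16.5 µM, DMSO 1.26%; incubation: GTP hydrolysis reaction 2 h at 25 °C; measured by: Tracer-displacement fluorescence polarization with EDTA stop, 620/688 nm; evaluation: % inhibition from polarization; repeats: one replicate per compound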
An asterisk follows results filed as active; / = not tested or not shown. The list is partial, so the mix of outcomes need not match the whole.

Start of the data: the first five records as a preview:
SMILES	DDE Tn6 FP inh	GAA850 FXN act	ADAM10 inh	GC-B act	NPR1 activator	rCAG binder	ASAP1 inh	sPLA2-III inh	proKLK7 act	ARFGAP1 inhibitor
COc1ccc(C(O)CNC(C)C)c(F)c1OC (configuration not stated)	8.3	1.0	-1.4	5.0	1.3	1.4	3.3	-0.5	-0.2	13.8
Cn1c(O)c(/C=C2\C=c3ccccc3=NC2=O)c(=O)n(C)c1=O	6.5	1.6	-89.4	0.1	-2.1	0.3	11.4	-0.5	13.4*	-7.2
S=C(NCCc1ccccc1)N1Cc2ccc(Br)cc2-n2nncc2C1	-3.5	/	17.3	-3.4	0.5	4.7	2.0	-5.7	0.9	25.8*
c1cc2n(c1)-c1c(ccc3c1OCO3)CNC2c1ccc2c(c1)OCO2 (configuration not stated)	4.4	-0.7	-7.3	-11.3	1.0	-3.0	2.3	11.1	0.2	19.7
COc1ccc(OC(=O)N(C)C)c(CN(C)C)c1	-4.2	-1.6	4.6	-1.8	5.0	2.9	7.0	14.2	-0.8	7.1

The list itself, from the first entry:
SMILES	DDE Tn6 FP inh	GAA850 FXN act	ADAM10 inh	GC-B act	NPR1 activator	rCAG binder	ASAP1 inh	sPLA2-III inh	proKLK7 act	ARFGAP1 inhibitor
COc1ccc(C(O)CNC(C)C)c(F)c1OC (configuration not stated)	8.3	1.0	-1.4	5.0	1.3	1.4	3.3	-0.5	-0.2	13.8
Cn1c(O)c(/C=C2\C=c3ccccc3=NC2=O)c(=O)n(C)c1=O	6.5	1.6	-89.4	0.1	-2.1	0.3	11.4	-0.5	13.4*	-7.2
S=C(NCCc1ccccc1)N1Cc2ccc(Br)cc2-n2nncc2C1	-3.5	/	17.3	-3.4	0.5	4.7	2.0	-5.7	0.9	25.8*
c1cc2n(c1)-c1c(ccc3c1OCO3)CNC2c1ccc2c(c1)OCO2 (configuration not stated)	4.4	-0.7	-7.3	-11.3	1.0	-3.0	2.3	11.1	0.2	19.7
COc1ccc(OC(=O)N(C)C)c(CN(C)C)c1	-4.2	-1.6	4.6	-1.8	5.0	2.9	7.0	14.2	-0.8	7.1
CCCNC(=O)N1[C@H]2CC[C@@H]1C(C(=O)OC)=C(c1cc3ccccc3o1)C2	-5.9	-0.6	2.1	-4.0	-4.2	-6.2	11.2	2.0	0.4	-5.0
CNCC(O)c1cccc(OC(=O)c2ccccc2C)c1 (configuration not stated)	2.9	4.7	0.0	-0.8	-1.0	8.4	-2.1	-12.5	-0.1	-5.2
C[C@@H]1O[C@@H](O[C@H]2C[C@@H](O)[C@]3(CO)[C@H]4[C@H](O)C[C@]5(C)[C@@H](C6COC(=O)C6)CC[C@]5(O)[C@@H]4CC[C@]3(O)C2)[C@H](O)[C@H](O)[C@H]1O (some centres not stated)	5.8	-12.7	1.5	4.3	1.2	3.1	-3.1	-6.9	1.1	3.2
COC(=O)C1=C(c2ccc(F)cc2F)C[C@@H]2CC[C@H]1N2C(=O)N1CCC(O)CC1	-4.3	2.1	8.2	0.0	2.0	-5.7	8.7	1.9	0.0	6.7
CCCCC1(CCC)C(=O)NC(=S)NC1=O	-0.6	1.2	-9.2	2.6	0.9	1.6	-3.8	14.8	0.1	-5.4
C=CCN1CCC2(C)c3cc(O)ccc3CC1C2C (configuration not stated)	-2.4	0.4	-4.6	-6.7	5.7	3.9	6.6	-0.6	0.9	-5.5
CC1=Nc2cc(C(=O)N3CCC4(CC3)OCCO4)ccc2Sc2ccc(Cl)cc21	-3.1	3.3	0.0	8.1	3.2	0.2	-9.1	-1.2	-0.5	-6.3
CCCN(CCC)CCc1c[nH]c2ccccc12	2.3	/	-2.0	-5.2	-2.0	4.0	-5.8	-35.9	0.1	11.1
C[C@]12CC[C@H](N)CC1=CCC1C2CC[C@@]2(C)C1CC[C@@H]2O (some centres not stated)	1.4	-3.0	-6.9	1.8	0.6	1.9	-2.9	-5.9	0.5	-8.2
CC(=O)N1N=C(c2c(O)n(C)c(=O)n(C)c2=O)CC1c1ccccc1 (configuration not stated)	0.7	0.5	-3.7	-7.5	-0.5	1.0	-7.0	-12.1	0.0	10.5
C/C=C1/C[N+]2(C)CCC34C(=C(C=O)[C@H]1C[C@@H]32)Nc1ccccc14 (some centres not stated)	5.4	1.5	-18.8	0.9	3.4	2.6	9.3	2.5	1.6	5.8
C(=NC12CN3CN(CN(C3)C1)C2)c1cccnc1	-1.2	1.6	7.5	2.4	4.5	1.0	-7.8	-1.8	-0.1	5.5
COc1ccc(OC)c(-n2c(O)c(C=NCc3ccc4c(c3)OCO4)c(=O)[nH]c2=O)c1	-0.9	2.1	-1.6	1.3	9.0	-4.8	-6.4	-0.8	-0.5	-1.9
O=c1[nH]c(=O)n(Cc2ccco2)c(O)c1/C=N/N1CCCCC1	4.1	3.0	-7.6	-2.5	1.2	8.3	-4.8	-1.8	0.1	-7.1
N#Cc1cc2c(nc1SCC(=O)Nc1cc(Cl)ccc1Cl)C1CCN2CC1	3.2	3.9	-73.8	4.0	-0.1	-1.6	13.9	-2.5	0.2	4.7
CCOC(=O)C1(CCc2ccccc2)CCN(Cc2ccc(NC(C)=O)cc2)CC1	0.3	0.8	9.9	-0.3	4.4	-8.7	-15.8	-15.8	0.8	-0.5
Cn1ccc(NC(=O)CCl)n1	-0.8	2.3	-1.1	-1.5	1.5	-1.6	-5.0	-2.3	-0.6	-4.1
CC#CP(=O)(OC)C(O)(CF)c1ccccc1 (configuration not stated)	-1.9	-0.3	4.2	-0.3	-0.2	-1.4	12.9	-0.5	-0.4	2.9
COc1cc(C2c3cc(O)c(OC)cc3CC3C(=O)OCC32)ccc1O (configuration not stated)	1.8	-1.5	-7.1	-6.1	-4.7	5.5	-15.0	6.0	-0.6	-14.8
CC1(C)C2([N+](=O)[O-])CN3CN(C2)CC1([N+](=O)[O-])C3	-9.1	3.6	-1.9	-0.3	-0.1	5.0	-3.6	-0.4	0.2	0.9
(next part)
SMILES	DDE Tn6 FP inh	GAA850 FXN act	ADAM10 inh	GC-B act	NPR1 activator	rCAG binder	ASAP1 inh	sPLA2-III inh	proKLK7 act	ARFGAP1 inhibitor
COC(=O)C1=C(c2ccccc2OCc2ccccc2)C[C@@H]2CC[C@H]1N2C(=O)NCc1cccc(F)c1	2.1	-3.2	2.7	-16.9	-8.7	3.2	-7.0	-5.8	0.6	-2.5
Cc1cccc(-n2c(O)c(C=NC34CN5CN(CN(C5)C3)C4)c(=O)[nH]c2=O)c1	12.8	2.4	-1.3	2.7	0.3	4.2	1.6	2.5	0.0	3.6
CCCCCCN=C(CC)c1c(O)n(CCCC)c(=O)[nH]c1=O	-11.8	3.6	1.2	21.0	15.6	-7.7	-11.6	-3.9	0.0	-8.6
CC(=O)N1N=C(c2cccnc2)OC1c1ccccc1Cl (configuration not stated)	7.2	1.2	-3.8	0.5	-0.1	-0.5	3.2	2.9	-0.1	1.4
CC(C)(C)C(=O)O[C@H]1CC[C@@]2(C)C(=CC(=O)C3C2CC[C@]2(C)C(=O)[C@H](O)CC32)C1 (some centres not stated)	-4.4	1.4	-7.1	1.8	6.2	0.4	-13.2	4.7	-0.2	-14.7
CCCCN1C(=O)/C(=C/c2ccc(N(C)C)cc2)C(=O)N(Cc2ccco2)C1=O	3.4	-1.5	3.3	5.0	3.9	54.4*	-6.1	-2.0	0.2	-6.8
COc1ccc(OC)c(C(c2c(O)c3ccccc3oc2=O)c2c(C)n(C)n(-c3ccccc3)c2=O)c1 (configuration not stated)	0.3	-1.1	-3.3	-0.2	6.0	1.5	1.8	-2.0	0.6	-9.6
CCn1cc(C=C2C(=O)NC(=O)NC2=O)c2ccccc21	1.3	1.6	-6.6	-10.6	-32.2	12.1	-2.3	5.5	0.3	-3.7
COc1ccc(C(SCC(NC(=O)OCc2ccccc2)C(=O)O)c2ccc(OC)cc2)cc1 (configuration not stated)	-2.0	2.6	-13.7	-5.5	-8.5	52.9*	6.8	-22.6	-0.3	-2.2
N#Cc1ccccc1Cn1cc(C(=O)C2CC2)c2ccccc21	-1.7	1.9	3.6	-5.8	-28.8	-1.6	4.2	-11.9	-0.5	-1.6
COc1ccccc1OCCCn1cc(C(=O)C2CC2)c2ccccc21	-1.7	-2.5	5.7	-5.8	-12.2	-5.3	4.3	-13.3	-0.1	-10.6
Cc1cc(C(=O)CS(=O)(=O)c2ccc(F)cc2)cc(C)c1OC(=O)N(C)C	3.1	5.3	-0.4	3.5	2.1	0.4	-0.5	-27.1	-0.5	12.7
Cc1ccc(CN2CCC3CCC(C3)C2)c(O)c1 (configuration not stated)	-8.6	0.7	-0.5	1.0	-3.4	1.0	-3.5	-2.3	0.3	0.2
Cc1ccc(N2C(=O)NC(=O)/C(=C\c3ccc(N4CCOCC4)cc3)C2=O)cc1	2.1	2.4	-3.5	-4.7	0.6	4.1	11.6	3.7	0.5	-7.3
CN(C)C1=NC(N(C)C)=NP(N(C)C)(N(C)C)=N1	-3.9	-1.6	-3.2	-6.0	0.8	2.0	7.3	-2.6	0.9	9.2
O=P(c1ccccc1)(c1ccccc1)N1CCCCC1	-1.0	1.2	5.5	2.5	-3.5	-2.8	-1.7	0.4	0.0	-7.3
CCOc1ccc(-n2c(O)c(N=Nc3ccc([N+](=O)[O-])cc3)c(=O)[nH]c2=O)cc1	-3.0	-0.5	-9.5	-2.6	-1.5	3.0	-1.9	4.7	0.0	14.8
CNCCc1ccc(OC)c(OC)c1	-0.5	-1.4	-3.6	-2.5	2.0	1.8	-8.9	6.0	-0.7	8.3
CC(C)CN1CCN(Cc2ccc(F)cc2Cl)CC1CCO (configuration not stated)	-0.9	0.5	1.9	1.1	2.8	-3.4	14.6	-2.4	-0.1	-2.7
O=[N+]([O-])c1cccc(CN2CCN(Cc3ccc(Cl)cc3)CC2)c1	2.2	0.0	6.8	0.3	-5.2	-3.6	10.0	-3.5	0.0	-2.3
Cc1ccc(OCC(=O)N2CCN(C3CCC(c4ccccc4)CC3)CC2)cc1 (configuration not stated)	3.3	-0.1	3.3	-2.6	2.8	-5.6	-13.5	-9.5	0.1	-2.7
Cc1cccc(CNCCc2c[nH]c3ccccc23)c1	4.7	-0.3	-0.9	-18.2	-26.3	3.9	3.1	-10.4	0.4	6.1
COc1ccc(/C=C/C(=O)c2c(O)n(CCC3=CCCCC3)c(=O)[nH]c2=O)cc1OC	1.8	0.7	4.5	-4.4	1.4	3.6	14.3	5.9	-0.3	11.3
c1ccc(-c2nc(N3CCOCC3)s[n+]2-c2ccccc2)cc1	1.8	2.5	1.1	4.2	11.8	-1.8	-10.7	5.1	-0.7	10.2
O=C1c2cccc(N3CCNCC3)c2C2CCCCN12 (configuration not stated)	-11.2	/	-14.4	2.6	1.7	6.4	12.6	4.5	-0.1	-8.5
C[C@]12CCC3C(CCC4=CC(O)CC[C@@]43/C=N/O)C1(O)CCC2C1=CC(=O)OC1 (some centres not stated)	-0.4	-13.7	1.6	-2.9	6.2	-2.6	1.7	2.5	-0.4	1.4
Cc1nc2cc(-c3cccc(F)c3)nn2c(C)c1CCC(=O)N1CCC2(CC1)OCCO2	7.9	-5.1	-16.6	3.3	18.6	0.5	15.6	3.4	0.2	1.6
O=C(CCC(=O)N1CC2C[C@@H](C1)Cn1c2cccc1=O)NCCc1ccccc1	2.5	-2.3	-15.8	1.7	2.0	-0.8	-0.8	15.1	0.1	3.3

Screens (PubChem)
